# Compound activity as filed in PubChem.
# phage Ecoli inh: growth loss of phage-infected E. coli, primary screen, RecBCD inhibitor project, absorbance, with phage, HTS | actives 0.26% (n = 360,000) | inhibition, % at 11.9 µM; in the data active means inhibition above about 11%
# OPRM1-OPRD1 inv: inverse agonists of MOR-DOR heterodimerization, primary screen, cell-based, luminescence. cell-based MOR-DOR heterodimer luminescence, inverse agonism. actives 0.21% (n = 340,000). Mu-type opioid receptor (Homo sapiens) + Delta-type opioid receptor (Homo sapiens), …. inhibition, % at 9.3 µM; in the data active means inhibition above about 22%, passing the limit was not always enough;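 further: 0% = cells with DMSO and 100% = wells without cells with DMSO; values of inactives mirror those of a sister screen read the other way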
# PKA-R1A act: activators of PKA-R1A holoenzyme, primary screen, biochemical, fluorescence polarization, Cy5-IP20, bovine R1A, mouse PKAc; cAMP-dependent protein kinase type I-alpha regulatory subunit (Bos taurus) + …; PKA-R1A dissociation; scaled: DMSO 0%, 113 µM cGMP 100%; activation, % at 11.4 µM; actives 0.083% (n = 340,000); AID 504707, 2011;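 active means percent activation above the mean of all tested compounds plus 3 SD, cut at about 19% in these data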;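 further: higher means more PKAc released from R1A so a rise in polarization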
# Ecoli viability: E. coli V3065 growth inhibition, primary screen, counter-screen for AddAB inhibitor project, absorbance, OD600; 18 h; inhibition, % at 11.9 µM; actives 0.27% (n = 330,000); AID 449728, 2010;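 active means inhibition above the campaign's mean inhibition across all tested compounds plus 3 SD, cut at about 9.9% in these data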;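 further: uninfected addAB+ strain grown without phage in ampicillin broth; 0% = DMSO wells and 100% = ciprofloxacin 0.95 µg/ml wells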
# AddAB inh: growth inhibition of E. coli expressing H. pylori AddAB, primary screen, AddAB inhibitor project, absorbance. inhibition, % at 11.9 µM. actives 0.29% (n = 330,000); in the data active means inhibition above about 12%;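 further: 0% = vehicle wells of infected cells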
# OPRM1-OPRD1 ag: agonists of OPRM1-OPRD1 heterodimerization, primary screen, cell-based, luminescence; cells; Mu-type opioid receptor (Homo sapiens) + Delta-type opioid receptor (Homo sapiens), …; AID 504326, 2011; activation, % at 9.3 µM; actives 0.3% (n = 340,000); in the data active means activation above about 18%;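 further: 0% = vehicle-treated cells and 100% = reference agonist; values of inactives mirror those of a sister screen read the other way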
# Tat export inh: E. coli Tat export inhibitors, primary screen, MC4100, TorA-mCherry reporter, fluorescence, single point; inhibition, % at 10 µM; actives 0.036% (n = 340,000); AID 488895, 2010;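 active means mean replicate inhibition at least 50% and at least half of replicates individually reaching 50%; inconclusive means only one of the two criteria met; inactive means neither criterion met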;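 further: exported cargo escapes ClpAP degradation while cytoplasmic cargo is degraded and loses fluorescence; 0% = median of neutral control wells and 100% = median of NaSCN control wells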
# PKA-R2B activ: activators of PKA-R2B holoenzyme, primary screen, biochemical, fluorescence polarization, Cy5-IP20, human | actives 0.079% (n = 340,000) | activation, % at 11.4 µM | PKA-R2B holoenzyme dissociation; R2B truncated from residue 108, S112A mutant; 0% DMSO only, 100% 113 µM cGMP | cAMP-dependent protein kinase catalytic subunit beta (Homo sapiens) + cAMP-dependent …;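 active means activation above a cutoff set at the mean over all compounds plus 3 SD, cut at about 18% in these data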;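 further: higher means more holoenzyme dissociation and a rise in polarization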
# Target sequence (P31323 whole entry, looked up, other chains not shown, the tested form may be a part): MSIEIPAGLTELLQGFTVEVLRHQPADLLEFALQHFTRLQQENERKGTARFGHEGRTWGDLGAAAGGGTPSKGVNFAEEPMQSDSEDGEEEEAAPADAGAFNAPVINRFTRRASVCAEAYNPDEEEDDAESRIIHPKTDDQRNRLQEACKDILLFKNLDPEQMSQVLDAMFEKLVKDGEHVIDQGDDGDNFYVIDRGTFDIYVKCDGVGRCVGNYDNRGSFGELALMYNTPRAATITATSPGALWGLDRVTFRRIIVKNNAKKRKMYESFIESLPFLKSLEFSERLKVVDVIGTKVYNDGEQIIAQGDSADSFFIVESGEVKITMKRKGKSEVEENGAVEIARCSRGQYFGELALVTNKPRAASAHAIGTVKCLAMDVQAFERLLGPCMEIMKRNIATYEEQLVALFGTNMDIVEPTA
# SUMO Mot1 rescue: yeast Mot1-301 growth rescue at high temperature, primary screen, SUMOylation pathway inhibitor project, S. cerevisiae, ATP luminescence, 38.5C. S. cerevisiae Mot1-301 growth rescue; percent above DMSO median, 100 means doubled. growth rescue, % at 18.8 µM. actives 1% (n = 320,000);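 active means every valid replicate shows activation above 250% relative to neutral control wells; inactive means the rest, any valid replicate at or below 250%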;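 further: OY570 slx delta 5 strain wells were the positive control but not used for scaling; some compounds called inactive have numbers as strong as hits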
# PfHsp90 yeast 2: growth inhibition of PfHsp90-expressing yeast, primary screen, antimalarial PfHsp90 inhibitor project, S. cerevisiae, BacTiter-Glo luminescence, single point, set 2. BacTiter-Glo ATP, 48 h; yeast lacking PDR1 and PDR3 efflux regulators. inhibition, % at 9.4 µM. actives 0.32% (n = 310,000). AID 504621, 2011;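 active means every replicate shows inhibition above about 80%, whatever the replicate mean, limit read from the data; inconclusive means mean inhibition reaches the set limit but some replicate falls short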;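 further: 0% = DMSO neutral controls and 100% = 20 µM radicicol positive controls; yeast relying on Plasmodium falciparum Hsp90 in place of its own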
# HTR5A inv ctr: HTR5A inverse agonists in luminescence cell assay, primary screen, counter-screen for OPRM1-OPRD1 heterodimer inverse agonist project, full-deck HTS; inhibition, % at 9.3 µM; actives 0.083% (n = 340,000); 5-hydroxytryptamine receptor 5A (Homo sapiens), P47898; HTR5A cell line, inverse agonism; in the data active means inhibition mostly above about 23%, no sharp cut-off; inactive means mostly below about 18%;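 further: 0% = cells with DMSO and 100% = no-cell wells with DMSO; some compounds called inactive have numbers as strong as hits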
# Target sequence (P47898 whole entry, looked up): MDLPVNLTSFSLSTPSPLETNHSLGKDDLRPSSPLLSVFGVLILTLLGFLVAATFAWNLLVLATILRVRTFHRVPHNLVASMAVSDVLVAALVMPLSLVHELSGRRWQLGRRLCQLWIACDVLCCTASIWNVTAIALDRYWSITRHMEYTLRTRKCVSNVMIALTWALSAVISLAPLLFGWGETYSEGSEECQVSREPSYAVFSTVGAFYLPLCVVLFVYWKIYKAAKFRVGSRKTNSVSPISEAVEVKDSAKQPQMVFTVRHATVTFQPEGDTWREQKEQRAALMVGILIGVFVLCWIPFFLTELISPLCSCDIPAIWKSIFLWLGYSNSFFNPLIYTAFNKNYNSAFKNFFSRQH
# The depositor's hits bear a star; u = inconclusive; x = no result given. An unsorted share of the library, and some 2.2% of all compounds hit somewhere here.
SMILES	phage Ecoli inh	OPRM1-OPRD1 inv	PKA-R1A act	Ecoli viability	AddAB inh	OPRM1-OPRD1 ag	Tat export inh	PKA-R2B activ	SUMO Mot1 rescue	PfHsp90 yeast 2	HTR5A inv ctr
Cc1c(OC(C)C(=O)NCc2ccccn2)ccc2c3c(c(=O)oc12)CCCC3 (centres undefined)	0.5	20	8	-0.2	1.8	-4.0	3	0	22	4	-5
CSC1=NCCN1C(=O)Cc1ccc(F)cc1	2.0	-8	8	-1.3	0.4	1.4	-8	15	-2	-6	-16
CC(C)c1ccc2[nH]c3c(c2c1)[C@@H]1CCN2C(=O)CCC[C@H](C3)[C@H]12	1.0	-8	-4	-5.7	2.4	1.4	2	-6	295	-77	1
O=C(OCc1nnc(-c2ccccc2)o1)C1CC(=O)N(c2ccccc2)C1 (centres undefined)	3.3	11	-6	0.2	4.9	-3.4	-3	1	8	-41	6
O=C(CCn1c(=O)oc2cc(Cl)ccc21)Nc1ccc(N2CCOCC2)cc1	3.0	13	-10	-2.0	0.0	-2.4	-2	-14	1	21	12
CC(=O)N1c2c(cc(Br)cc2S(=O)(=O)N2CCOCC2)CC1C (centres undefined)	1.9	14	3	0.9	1.0	-2.6	-2	-4	11	11	7
CCC(C)N(C(=O)COC(=O)c1[nH]c(C)c(C(C)=O)c1C)C1CCS(=O)(=O)C1 (centres undefined)	2.9	10	-16	-0.2	2.9	-2.5	-3	6	-1	12	-4
O=C(CN1C(=O)COc2ccc(S(=O)(=O)N3CCCC3)cc21)N1CCCC1	3.2	11	5	0.8	2.1	-2.2	3	-7	-1	13	-3
COc1cccc(-c2ccc(-c3noc(-c4cccs4)n3)c(OC)n2)c1	2.7	15	-14	0.1	1.0	-2.6	-1	-7	x	-8	23
COC(=O)Cn1nc(-c2ccccc2)c2cc(Cl)ccc21	3.8	7	-3	-3.9	-1.9	-1.4	5	-5	2	x	-8
CCOc1ncccc1C(=O)OCC(=O)c1ccc[nH]1	2.1	15	-4	-0.9	-0.9	-2.9	-12	4	-9	64	7
O=C(NC1=NCCS1)C1CC2CCC1C2 (centres undefined)	2.5	12	2	0.8	3.4	-2.0	-3	-6	-12	14	-19
O=C1CCCC(=O)C1C(=O)C1CCN(S(=O)(=O)c2ccccc2)CC1	2.4	4	0	-1.6	1.0	-0.8	1	7	-5	20	-2
CCCS(=O)(=O)N1CCCC(C(=O)c2ccccc2OC)C1 (centres undefined)	6.0	2	-4	0.3	0.9	-0.3	-4	-5	x	-1	-12
O=C(COc1ccc(Nc2ccccc2)cc1)Nc1ccncc1	3.7	-13	-10	0.1	4.4	2.0	-5	-5	30	-3	3
N#Cc1ccc(-c2ccc(Cl)cc2)nc1Oc1ccc(F)cc1	1.3	1	0	-0.1	2.5	-0.1	-3	-5	-1	x	4
COc1cccc(CN2CCCC(C(=O)N3CCCCC3)C2)c1OC (centres undefined)	1.2	6	-19	-2.9	-1.2	-1.4	11	-2	13	-18	-8
O=C(Cn1c(=O)oc2ccccc21)NCCc1ccccc1	0.9	7	-1	-0.8	-1.5	-1.4	-6	2	-23	13	-14
COC(=O)c1ccc(CSc2cc(C)c3cc(C)cc(C)c3n2)o1	1.4	5	-17	2.6	3.4	-0.9	1	-4	x	-10	9
COc1cc(/C=C2\SC(c3ccc(C)cc3)=NC2=O)cc(OC)c1O	3.5	16	17	0.1	2.5	-2.7	3	12	7	-17	-1
COC(=O)c1cc(S(=O)(=O)Nc2ccc(C)cn2)c[nH]1	0.6	23	-5	0.9	3.7	-4.4	-4	10	10	12	4
Cc1ccc(C)c(N2C(=O)c3ccc(C(=O)OCC(=O)c4c(N)n(C)c(=O)n(C)c4=O)cc3C2=O)c1	1.2	2	-9	3.7	4.6	-0.5	10	3	-12	0	-7
Cc1ccc(-n2c(=O)[nH]c3cc(C(=O)NC4CCN(Cc5ccccc5)CC4)ccc3c2=O)cc1	2.2	9	11	0.8	-0.2	-1.5	-1	0	-2	x	-37
Cc1ccc(S(=O)(=O)N(C)CC(=O)Nc2ccncc2)cc1	3.0	8	-7	-0.2	-1.1	-1.5	6	-13	-7	8	11
COc1ccc(S(=O)(=O)N2CCOCC2)cc1NC(=O)COc1ccc2c(C)cc(=O)oc2c1	1.9	9	-10	1.9	0.7	-2.2	-6	-4	13	3	1

# A draw from above in order of SMILES length, rising:
SMILES	phage Ecoli inh	OPRM1-OPRD1 inv	PKA-R1A act	Ecoli viability	AddAB inh	OPRM1-OPRD1 ag	Tat export inh	PKA-R2B activ	SUMO Mot1 rescue	PfHsp90 yeast 2	HTR5A inv ctr
COC(=O)c1ccc(CSc2cc(C)c3cc(C)cc(C)c3n2)o1	1.4	5	-17	2.6	3.4	-0.9	1	-4	x	-10	9
O=C(CN1C(=O)COc2ccc(S(=O)(=O)N3CCCC3)cc21)N1CCCC1	3.2	11	5	0.8	2.1	-2.2	3	-7	-1	13	-3
COc1ccc(S(=O)(=O)N2CCOCC2)cc1NC(=O)COc1ccc2c(C)cc(=O)oc2c1	1.9	9	-10	1.9	0.7	-2.2	-6	-4	13	3	1

# Among those listed so far, these have a halogen.
SMILES	phage Ecoli inh	OPRM1-OPRD1 inv	PKA-R1A act	Ecoli viability	AddAB inh	OPRM1-OPRD1 ag	Tat export inh	PKA-R2B activ	SUMO Mot1 rescue	PfHsp90 yeast 2	HTR5A inv ctr
CSC1=NCCN1C(=O)Cc1ccc(F)cc1	2.0	-8	8	-1.3	0.4	1.4	-8	15	-2	-6	-16
O=C(CCn1c(=O)oc2cc(Cl)ccc21)Nc1ccc(N2CCOCC2)cc1	3.0	13	-10	-2.0	0.0	-2.4	-2	-14	1	21	12
CC(=O)N1c2c(cc(Br)cc2S(=O)(=O)N2CCOCC2)CC1C (centres undefined)	1.9	14	3	0.9	1.0	-2.6	-2	-4	11	11	7
COC(=O)Cn1nc(-c2ccccc2)c2cc(Cl)ccc21	3.8	7	-3	-3.9	-1.9	-1.4	5	-5	2	x	-8
N#Cc1ccc(-c2ccc(Cl)cc2)nc1Oc1ccc(F)cc1	1.3	1	0	-0.1	2.5	-0.1	-3	-5	-1	x	4

# The list continues:
SMILES	phage Ecoli inh	OPRM1-OPRD1 inv	PKA-R1A act	Ecoli viability	AddAB inh	OPRM1-OPRD1 ag	Tat export inh	PKA-R2B activ	SUMO Mot1 rescue	PfHsp90 yeast 2	HTR5A inv ctr
CC(=O)NC(CC(C)C)C(=O)O (centres undefined)	3.9	5	-23	x	x	-1.0	-15	4	x	6	15
O=S(=O)(NCC(c1ccc2c(c1)OCO2)N1CCOCC1)c1ccc(Br)cc1 (centres undefined)	-0.6	-3	7	-0.3	-0.9	0.4	0	-5	280	x	3
CC1=C(C#N)C(c2ccccc2)C2=C(N1)c1ccccc1C2=O (centres undefined)	-0.6	-5	1	0.3	3.4	1.0	3	-4	-14	-26	-4
S=C(Nc1ccc(Cl)cc1Cl)N1CCCC1	1.0	16	-2	0.0	3.9	-3.0	-2	8	-4	4	7
COc1ccc(CN2CCN(CCCc3ccccc3)C(CCO)C2)c(O)c1 (centres undefined)	0.3	-2	-3	-1.6	0.2	0.5	2	1	50	21	14
O=C(CCN1C(=O)C2CC=CCC2C1=O)N1CCN(c2ccccn2)CC1 (centres undefined)	1.4	13	-3	0.5	-0.7	-2.1	6	-14	2	-59	23
CCc1ccc(Nc2n[n+](-c3ccccc3)c(-c3cc(OC)c(OC)cc3Br)s2)cc1	1.4	7	-5	1.5	3.8	-1.1	8	-8	51	-14	-24
Cc1nc(-c2ccc(Cl)cc2)sc1C1(C)CC(c2cccc([N+](=O)[O-])c2)=NO1 (centres undefined)	-1.4	0	3	0.0	2.0	0.0	-5	-6	7	16	-13
COC(C(=O)Nc1ccnn1C1CCN(C(=O)c2ccc(C=O)cc2)CC1)c1ccccc1 (centres undefined)	1.8	7	9	3.3	2.3	-1.4	u	3	-16	15	1
COc1ccc(CCN2CC(C(=O)NCC(=O)Nc3ccc(F)c(F)c3)CC2=O)cc1OC (centres undefined)	0.0	-1	3	-0.6	1.5	0.1	-13	11	-9	x	-15
COc1cccc(OCc2nnc(SCC(=O)N3c4ccccc4Sc4ccc(Cl)cc43)o2)c1	2.2	3	3	-2.9	-1.6	-0.6	-4	1	39	9	16
CC(=O)CCc1ccc(OCCCCN2CCC(Cc3ccccc3)CC2)cc1	1.7	8	0	0.6	-0.4	-1.5	-3	2	113	-2	16
COc1ccc(NC(=S)N(CCC(C)C)C2CCN(C(C)C)CC2)cc1	-1.8	-5	-12	-0.9	0.3	1.0	-4	6	2	-3	-10
COc1ccc(NC(=O)c2cccc(N3C(=O)C4C5C=CC(C5)C4C3=O)c2)cc1Cl (centres undefined)	1.4	-1	-4	1.6	0.3	0.2	-2	-2	-7	-14	-6
O=C(O)C1CCCCC1C(=O)Nc1ccc(S(=O)(=O)N2CCCCCC2)cc1 (centres undefined)	-3.4	-2	-12	-0.7	3.4	0.2	-9	-9	-3	22	-9
Cc1ccc(C)c(NS(=O)(=O)c2ccc(-c3coc(C)n3)cc2)c1	1.3	10	-3	3.5	3.4	-1.9	5	-5	-1	18	22
O=C(NCc1ccccc1Cl)C1CCC(=O)N(CC2CCCCC2)C1 (centres undefined)	1.1	5	-5	1.3	-0.9	-0.7	-3	-11	1	-13	18
CC1CCCC(NC(=O)COC(=O)/C=C/c2ccc3c(c2)OCO3)C1C (centres undefined)	4.3	2	-5	-1.5	4.5	-0.4	-7	-6	-11	5	1
CCn1cnc2sc(C(=O)Oc3ccc(Br)cc3)c(C)c2c1=O	2.3	x	x	-0.3	3.2	x	-4	x	-7	5	x
CCSc1n[nH]c(=S)s1	3.3	10	8	-0.7	2.8	-2.0	0	-12	187	18	-20
O=C(N/N=C1\CCCc2ccccc21)c1ccccc1[N+](=O)[O-]	0.9	-20	0	-2.2	-0.8	3.3	10	1	-3	9	3
O=C(Oc1c(CN2CCOCC2)cc(Cl)c2cccnc12)c1ccccc1Br	-5.1	2	15	-5.1	0.3	-0.3	2	3	110	17	15
CC1=CC(C)(C)Nc2ccc(OC(=O)C(Cc3ccccc3)N3C(=O)c4ccccc4C3=O)cc21 (centres undefined)	3.3	17	0	2.3	3.0	-4.0	4	2	46	5	12
NC(=O)CN1C(=O)C2C3c4ccccc4C(c4ccccc43)C2C1=O (centres undefined)	2.6	17	-7	0.9	0.8	-3.0	-10	-9	-12	-6	12
